High-throughput results: PubChem, several laboratories
STAT1 activator = activators of IFN-gamma induced STAT1 signaling; NIH 3T3 STAT1-luciferase reporter, luminescence; 100% = IFN-gamma alone, no compound; activation (% of control), % at 5.5 µM; 200,000 tested, 2.6% active; AID 932;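 active = activation above the screen-wide mean activation plus 3 SD, cut at about 130% in these data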;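 note: raw ratio to IFN-gamma control signal so 100% means no change and 0% no light; values of inactives mirror those of a sister screen read the other way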
STAT3 act = STAT3 signaling activation | U3A cells, IL-6 STAT3-luciferase reporter, luminescence; 100% = signal with IL-6 EC80 alone | activation (% of control), % at 5.6 µM | 190,000 tested, 0.91% active;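 active = activation above the screen-wide mean of compound activation plus 3 SD, cut at about 130% in these data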;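 note: 0% = background luminescence of wells with medium and substrate only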
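Test system: Human STAT1-deficient U3A cells with stable STAT3-luciferase reporter | Also added: Interleukin-6, 33 ng/mL | Timing: Compound pre-incubation 1 h before IL-6, then 6 h stimulation at 37 °C | Technique: Luciferase reporter luminescence | Read-out: Percent of IL-6-only median luminescence | Benchmarks: IL-6-only wells as 100% reference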
Diaph inh CS = counter-screen for diaphorase-based assays: diaphorase inhibitors and chemical oxidizers; diaphorase resazurin-to-resorufin fluorescence, NADH, 16 min; bacterial (C. kluyveri) enzyme, not human; inhibition, % at 20 µM; 190,000 tested, 0.69% active; AID 1217;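 active = primary screen inhibition at 20 µM above a set limit, cut at about 50% in these data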;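 note: plate controls were DMSO with full reaction for no effect and wells lacking NADH for full effect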
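Detection: fluorescence of resorufin formed from resazurin, Ex 544/Em 590 nm; test system: Clostridium kluyveri diaphorase enzyme; amount: 0.14 U/mL diaphorase, enzyme working solution; times: 16-min room-temperature incubation before reading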
TLR4-MyD88 BLA = inhibitors of human TLR4-MyD88 binding. HeLa CL3-4 TLR4/MyD88 BLA complementation, FRET ratio. 200,000 tested, 0.18% active. inhibition, % at 8.4 µM. AID 861; in the data active = inhibition above about 25%;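 note: 0% = vehicle and 100% = reference inhibitor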
Target sequence (O00206 whole entry, looked up): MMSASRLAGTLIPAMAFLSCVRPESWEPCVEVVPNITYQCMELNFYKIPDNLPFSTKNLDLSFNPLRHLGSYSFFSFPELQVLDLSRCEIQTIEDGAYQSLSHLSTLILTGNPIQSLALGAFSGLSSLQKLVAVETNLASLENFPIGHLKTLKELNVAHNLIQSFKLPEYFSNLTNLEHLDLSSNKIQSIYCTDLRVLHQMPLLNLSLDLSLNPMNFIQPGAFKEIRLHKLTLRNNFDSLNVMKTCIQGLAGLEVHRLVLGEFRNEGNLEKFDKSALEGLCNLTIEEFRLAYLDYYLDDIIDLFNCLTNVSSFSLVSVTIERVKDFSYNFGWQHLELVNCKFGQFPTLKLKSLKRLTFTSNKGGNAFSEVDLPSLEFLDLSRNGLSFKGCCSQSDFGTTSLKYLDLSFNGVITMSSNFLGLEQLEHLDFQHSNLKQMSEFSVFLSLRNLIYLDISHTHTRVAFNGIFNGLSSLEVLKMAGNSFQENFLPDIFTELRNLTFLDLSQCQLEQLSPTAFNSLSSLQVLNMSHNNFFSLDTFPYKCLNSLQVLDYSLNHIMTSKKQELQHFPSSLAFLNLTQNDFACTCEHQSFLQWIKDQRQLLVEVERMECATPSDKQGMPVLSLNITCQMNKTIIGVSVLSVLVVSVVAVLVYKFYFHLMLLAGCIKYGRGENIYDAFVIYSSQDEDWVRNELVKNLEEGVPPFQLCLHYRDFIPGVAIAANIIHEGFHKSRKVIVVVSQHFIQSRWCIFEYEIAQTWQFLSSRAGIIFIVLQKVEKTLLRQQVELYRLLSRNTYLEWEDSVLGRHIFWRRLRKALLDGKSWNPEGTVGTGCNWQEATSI
Target sequence (Q99836 whole entry, looked up): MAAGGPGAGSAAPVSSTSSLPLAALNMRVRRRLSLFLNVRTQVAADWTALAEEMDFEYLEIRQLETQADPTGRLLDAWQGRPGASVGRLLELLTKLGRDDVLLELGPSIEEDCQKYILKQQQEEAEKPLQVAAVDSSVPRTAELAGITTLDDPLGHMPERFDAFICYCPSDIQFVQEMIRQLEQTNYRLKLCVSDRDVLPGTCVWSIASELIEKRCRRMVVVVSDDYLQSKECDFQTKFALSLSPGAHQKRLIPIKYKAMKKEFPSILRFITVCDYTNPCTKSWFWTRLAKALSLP
G6PDH CS = inhibits Leuconostoc G6PDH, flagging false hits in G6PDH-based assays; Purified L. mesenteroides G6PDH, diaphorase/resazurin coupled fluorescence, 45 min; inhibition, % at 5 µM; 200,000 tested, 0.12% active; in the data active = inhibition above about 50%
Diaph act CS = activates diaphorase or chemically reduces, flagging diaphorase assay artifacts; Diaphorase/resazurin coupled assay, resorufin fluorescence, 16 min; stronger effect = higher value; 1 = vehicle wells, 0 = NADH-free wells; activation factor at 20 µM; 190,000 tested, 0.005% active;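 active = diaphorase activity raised at least twofold by the compound at 20 µM; inactive = activation factor below 2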
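Material: purified diaphorase enzyme from Clostridium kluyveri / Medium: HEPES pH 7.4 buffer with MgCl2 and Tween 20 / Schedule: enzyme reaction of 16 min at room temperature / Measured by: resorufin fluorescence, excitation 544 nm, emission 590 nm / Evaluation: rise in resorufin formation, marking diaphorase activation or chemical reduction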
Hsp70 act = transcriptional activators of Hsp70. activation, % at 10 µM. HeLa Hsp70 promoter luciferase reporter, luminescence; scaled: vehicle 0, proteasome-inhibitor control 100%. 200,000 tested, 0.04% active;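 active = activation above the mean across all tested compounds plus 3 SD, cutoff set per campaign, cut at about 5.5% in these data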;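 note: 100% = MG132 at 30 µM as the positive control and 0% = DMSO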
APP transl inh = APP translation inhibition; SH-SY5Y APP 5'UTR-luciferase reporter, luminescence; 190,000 tested, 0.82% active; inhibition, % at 2 µM;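 active = inhibition above a set limit, derived from the sample mean plus 3 SD, cut at about 45% in these data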; note: values of inactives mirror those of a sister screen read the other way
STAT1 inh = reduces IFN-gamma driven STAT1 reporter signal | AID 920 | inhibition, % at 5.5 µM | 200,000 tested, 0.35% active | NIH 3T3 STAT1-luciferase reporter, luminescence;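 active = inhibition above a set limit, the mean inhibition across all tested compounds plus 3 SD, cut at about 34% in these data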;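 note: 0% = IFN-gamma with DMSO and 100% = IFN-gamma with 300 µM nifuroxazide; values of inactives mirror those of a sister screen read the other way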
STAT3 blocker = inhibitors of IL-6 induced STAT3 signaling | U3A cells, IL-6 STAT3-luciferase reporter, luminescence; host cell line lacks STAT1 | 190,000 tested, 0.89% active | inhibition, % at 5.5 µM | AID 862;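 active = inhibition above the mean inhibition across all screened compounds plus 3 SD, cut at about 44% in these data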;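 note: 0% = DMSO only wells and 100% = 100 µM nifuroxazide control wells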
* hit, by the source's call.

SMILES	STAT1 activator	STAT3 act	Diaph inh CS	TLR4-MyD88 BLA	G6PDH CS	Diaph act CS	Hsp70 act	APP transl inh	STAT1 inh	STAT3 blocker
Cc1c2c(nc3ccccc13)CC(C)(C)CC2=O	101	95	18	6	3	0.8	0.1	9	-3	14
CN1CCC2(CC1)NC(=O)NC2=O	93	99	10	-6	-1	0.9	0.1	-20	8	5
O=C1/C(=C/c2ccco2)Cc2ccccc21	105	97	19	8	6	0.8	-0.1	-28	-6	8
CCc1ccc(C(=O)OCC(=O)Nc2cccc(S(=O)(=O)NC3=NCCCCC3)c2)cc1	99	108	12	7	-9	0.9	-0.5	-17	1	-9
CCN(C(C)=O)c1nnc(CSc2nc3ccccc3s2)s1	114	131	15	0	0	0.9	0.2	-53	-16	-33
CSCCC(NC(C)=O)C(=O)OCC(=O)N(c1ccccc1)c1ccccc1 (configuration not stated)	97	97	4	-1	0	1	0.0	11	4	8
COc1ccc(C(=O)NCC(=O)NCC2COc3ccccc3O2)cc1 (configuration not stated)	100	108	-7	9	0	1.1	0.0	-3	0	-3
COc1ccc(NC(=O)CNS(=O)(=O)c2ccc(Cl)cc2)cc1	93	102	22	6	8	0.8	-0.1	-17	5	1
CC(=O)N1N=C(c2ccc(C)cc2)CC1c1ccco1 (configuration not stated)	113	104	12	3	6	0.9	0.1	-31	-15	3
O=c1c2ccccc2nc(-c2ccccc2)n1CCCn1ccnc1	104	109	2	-15	0	1	-0.2	-14	-5	-5
CC1=CSC2=NC(=O)/C(=C/c3cccc(OC(=O)c4ccco4)c3)C(=N)N12	95	100	13	1	-7	0.9	-0.1	19	6	-2
CCOC(=O)C1C(=O)CC(C)(O)C(C(=O)OCC)C1c1ccc(OCC)cc1 (configuration not stated)	88	105	4	-2	2	1	-0.5	-1	14	-2
NC(=O)c1nnn(-c2nonc2N)c1-c1ccc([N+](=O)[O-])cc1	100	106	6	1	-2	0.9	-0.3	-2	-2	-3
Cc1ccc(SCc2cc(=O)n3[nH]cnc3n2)cc1	100	97	39	-7	1	0.6	-0.1	10	0	7
O=[n+]1cc(-c2ccc(F)cc2)n([O-])c2c1CCC2	104	101	6	-11	-10	0.9	-0.3	-20	-5	2
CCN1CCN(c2ccc(NC(=O)c3ccc4c(c3)OCO4)cc2)CC1	119	117	-1	4	12	1	0.0	-23	-21	-18
CCc1ccc(NC(=O)c2cc(-c3ccc(F)cc3)on2)cc1	110	88	-6	-17	11	1.1	-0.2	-28	-13	21
CCn1c(-c2ccc(-c3ccccc3)cc2)c[nH]c1=S	104	75	14	-2	5	0.9	-0.4	3	-4	31
C/C(=N\NC(=O)CNC(=O)C(c1ccccc1)c1ccccc1)c1ccc(C)cc1	103	108	10	-14	11	0.9	-0.1	10	-4	-7
Cc1ccc(Cl)cc1N1CCN(S(C)(=O)=O)CC1	103	92	5	4	6	1	-0.3	1	-3	15
Cc1ccc(C2NC(c3ccc(C)cc3)C(C)C(=NO)C2C)cc1 (configuration not stated)	100	96	24	5	2	0.8	0.0	-5	1	13
CN(C)/C=N/c1c(C(=O)NCc2ccccc2)nnn1Cc1ccccc1	105	104	1	4	1	1	0.1	-9	-6	-2
COc1ccccc1CC(=O)NCC(c1ccco1)N1CCCCC1 (configuration not stated)	99	108	10	-10	3	0.9	-0.1	16	0	-1
COC(=O)c1ccccc1NC1CC(=O)N(c2c(C)cccc2C)C1=O (configuration not stated)	101	106	-8	7	-3	1.1	-0.3	-10	-1	-9
CCn1c(SCC(=O)Nc2nc3ccccc3s2)nnc1-c1ccc(Br)cc1	102	97	9	-5	-7	0.9	-0.1	5	-2	10
C=CCn1c(=O)c2ccccc2n2c(SCc3nnc(-c4ccccc4Br)o3)nnc12	104	101	7	-1	4	0.9	-0.1	-2	-3	6
COc1cccc(CC(=O)NCC2COc3ccccc3O2)c1OC (configuration not stated)	98	100	-1	3	9	1	-0.2	-6	2	2
COc1ccc(-c2csc(NC(=O)CSc3ccc(Br)cc3)n2)c(OC)c1	102	88	8	7	-26	0.9	0.1	-9	-2	18
O=C(NC(NC1CCS(=O)(=O)C1)C(Cl)(Cl)Cl)c1ccc(Br)cc1 (configuration not stated)	94	93	2	-3	3	1	-0.2	12	7	19
CCC(O)(C#CCN1CCCCC1)CC	96	98	0	-4	8	1	0.0	-4	6	0
N#Cc1sc2nc(-c3ccccc3)cc(C(F)(F)F)c2c1N	95	148*	-2	-2	16	1	-0.1	5	5	-36
Cc1cccc(OCCNc2cc(N3CCOCC3)ccc2[N+](=O)[O-])c1	103	102	30	-9	-40	0.7	-0.1	-8	-1	7
CC(=O)c1ccc(N(C(=O)Cn2nnc3ccccc32)C(C(=O)NC2CCCCC2)c2cn(C)nc2C)cc1 (configuration not stated)	101	95	4	7	3	1	-0.1	0	-2	10
O=C(COc1ccc(Cl)cc1Cl)Nc1nnc(C2=COCCO2)o1	98	98	25	-2	-1	0.7	0.1	4	0	7
O=S(=O)(NC1CCCCC1)c1cccc(-c2nnc(-c3ccccc3)o2)c1	100	99	19	-1	5	0.8	-0.1	-1	0	6
CCC(=O)N1CCN(c2ccc(NC(=O)c3ccc([N+](=O)[O-])o3)cc2Cl)CC1	130*	113	2	6	2	1	43*	92*	-35	-8
Cc1ccc(N2C(=O)CC(N3CCN(C)CC3)C2=O)cc1 (configuration not stated)	103	99	16	4	-3	0.8	0.0	-2	-1	5
O=C(CSc1nc2[nH]ncc2c(=O)[nH]1)NCc1ccccc1	92	99	7	-14	6	0.9	-0.4	5	9	-1
COC(=O)c1nn(-c2ccccc2)c(=O)cc1Sc1ccc(Cl)cc1	102	102	24	8	2	0.8	0.2	11	-2	6
O=C(CCn1c(=O)[nH]c2ccccc2c1=O)NCCCN1CCN(c2cccc(Cl)c2)CC1	99	79	14	2	6	0.9	-0.4	-9	1	28
Brc1ccc(-n2c(SCc3nc4ccccc4[nH]3)nnc2-c2ccncc2)cc1	92	114	14	-6	-3	0.9	-0.3	-11	9	-13
COC(=O)c1c[nH]n2c(=O)cc(C)nc12	93	99	-9	-9	2	1.1	-0.4	13	8	11
O=[n+]1c2c(n([O-])c3cc(Cl)ccc31)CCCC2	100	98	15	-4	9	0.9	0.0	-4	0	12
CC(O)CSc1nc2c(c(=O)[nH]c(=O)n2C)n1CC(O)COc1ccccc1 (configuration not stated)	98	100	3	-5	7	1	-0.2	-13	1	5
Cc1ccc2[nH]c(C)c(/C=N/Nc3nc4ccccc4s3)c2c1	106	139*	18	-13	14	0.8	-0.1	-90	-7	-40

Shown as a markdown table: five of the compounds above.
| Molecule | STAT1 activator | STAT3 act | Diaph inh CS | TLR4-MyD88 BLA | G6PDH CS | Diaph act CS | Hsp70 act | APP transl inh | STAT1 inh | STAT3 blocker |
| --- | --- | --- | --- | --- | --- | --- | --- | --- | --- | --- |
| COc1ccc(C(=O)NCC(=O)NCC2COc3ccccc3O2)cc1 (configuration not stated) | 100 | 108 | -7 | 9 | 0 | 1.1 | 0.0 | -3 | 0 | -3 |
| COc1ccc(NC(=O)CNS(=O)(=O)c2ccc(Cl)cc2)cc1 | 93 | 102 | 22 | 6 | 8 | 0.8 | -0.1 | -17 | 5 | 1 |
| CC(=O)N1N=C(c2ccc(C)cc2)CC1c1ccco1 (configuration not stated) | 113 | 104 | 12 | 3 | 6 | 0.9 | 0.1 | -31 | -15 | 3 |
| O=c1c2ccccc2nc(-c2ccccc2)n1CCCn1ccnc1 | 104 | 109 | 2 | -15 | 0 | 1 | -0.2 | -14 | -5 | -5 |
| CC1=CSC2=NC(=O)/C(=C/c3cccc(OC(=O)c4ccco4)c3)C(=N)N12 | 95 | 100 | 13 | 1 | -7 | 0.9 | -0.1 | 19 | 6 | -2 |

Following part
SMILES	STAT1 activator	STAT3 act	Diaph inh CS	TLR4-MyD88 BLA	G6PDH CS	Diaph act CS	Hsp70 act	APP transl inh	STAT1 inh	STAT3 blocker
O=C(N/N=C/c1ccc[nH]1)c1ccc(COc2cccc3cccnc23)cc1	114	42	-1	-1	4	1	-0.1	46*	-15	70*
Cn1ccnc1C(=O)c1cc(SCC(=O)NC2CC2)nc2ccccc12	94	88	8	10	1	0.9	0.0	-33	5	20
O=C1CC(c2cccs2)Sc2nc3ccccc3n21 (configuration not stated)	129*	108	13	15	1	0.9	-0.3	-117	-32	-6
O=C(NCc1ccco1)c1ccc(CS(=O)(=O)Cc2ccc(Cl)cc2)o1	101	94	21	1	4	0.8	-0.2	-4	-1	13
CC(=O)CSc1nnc2c3ccccc3nc(C(C)(C)C)n12	102	95	-5	3	6	1.1	-0.4	-9	-3	8
CC(CCCC(C)(C)O)NCCO (configuration not stated)	98	104	17	9	2	0.8	-0.2	5	3	3
O=C(COC(=O)c1cccc(Br)c1)Nc1cccc2c1C(=O)c1ccccc1C2=O	112	103	-4	7	4	1	-0.3	-110	-16	2
CC(C)CC(=O)N1CCC(N2CCN(c3ccccc3)CC2)CC1	97	94	0	8	3	1	-0.1	2	3	18
C=CCNC(=S)Nc1sc2c(c1C#N)CCCC2	113	104	22	3	2	0.8	-0.1	5	-16	3
Cn1c(SC2=CS(=O)(=O)c3ccccc32)nc2ccccc21	86	88	15	3	6	0.8	0.8	72*	16	22
CNc1ccc(Oc2nc([N+](=O)[O-])nn2C)cc1	105	100	12	6	4	0.9	-0.1	-4	-8	4
CCC(C)Nc1nc2c(C)cccn2c(=O)c1C=Nc1ccc(OC)cc1 (configuration not stated)	102	96	27	-6	4	0.7	-0.3	17	-1	7
Cc1nc2ccccn2c1C(=O)N/N=C/c1ccccc1[N+](=O)[O-]	99	94	0	-8	6	1	-0.4	-14	1	13
Cc1ccc(NC(=O)CS(=O)CC(=O)N(c2ccc(C)cc2)C(C)C(=O)NC2CCCCC2)cc1 (configuration not stated)	104	98	3	-3	10	1	0.8	0	-5	6
Cc1nc2ccc(NC(=S)NC(C)C)cc2nc1C	104	100	20	13	21	0.8	0.2	-26	-4	5
O=C(c1cccs1)N1CCc2c([nH]c3ccccc23)C1c1ccccn1 (configuration not stated)	93	89	50*	4	12	0.5	0.0	-6	6	18
Clc1cc(Br)ccc1OCCCNCc1ccccc1	98	100	1	0	4	1	0.1	-3	3	-2
COCC(=O)Nc1c(C(=O)Nc2ccc3c(c2)OCCO3)oc2ccccc12	176*	102	23	-9	-7	0.8	-0.2	-195	-88	3
Nc1nc(CSc2nc3ccccc3[nH]2)nc(N2CCOCC2)n1	101	96	9	-1	-15	0.9	-0.4	9	-1	9
COc1cc(C(=O)Nc2ccc(C(=O)O)cc2)ccc1OC(C)=O	93	99	0	7	7	1	0.2	-6	7	3
COC(=O)COc1ccc(S(=O)(=O)Nc2ccc(NC(C)=O)cc2)cc1C	95	102	8	-3	0	0.9	-0.4	-6	5	-2
C/C(=N/NC(N)=S)c1ccc(Br)s1	112	78	12	-8	0	0.9	0.1	-21	-14	28
Cc1cc(C)nc(/N=C(/NC(=O)Nc2ccc(Cl)c(Cl)c2)Nc2cccc(Cl)c2)n1	95	94	0	-8	-19	1	0.0	0	6	6
